S100A4 inh HTS – inhibitors of human S100A4 binding to myosin IIA peptide; P26447; S100A4/TAMRA-MyoIIA peptide fluorescence polarization; inhibition, % at 10.7 µM; 0.14% of 360,000 active;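 active = mean inhibition of at least 70% across replicates, with every replicate also reaching that level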
Target sequence (P26447 whole entry, looked up): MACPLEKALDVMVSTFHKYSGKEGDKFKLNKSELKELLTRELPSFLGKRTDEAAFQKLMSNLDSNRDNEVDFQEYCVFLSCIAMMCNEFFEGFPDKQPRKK
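Test system: S100A4 monomer protein. Medium: HEPES buffer with Ca2+, pH 7.2. Reagent: fluorescent myosin IIA peptide, 5 nM. Compound dosing: single-point compound testing. Timing: 5 min between mix addition and reading. Benchmarks: DMSO neutral and TFP positive wells.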
LGR2 antag – inhibitors of bursicon-induced Drosophila LGR2 receptor cAMP signaling; HEK293 LGR2, CRE-luciferase, bursicon-stimulated, 4 h; inhibition, % at 9.99 µM; AID 720647; 0.35% of 380,000 active;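 active = drop in luminescence signal, shown as inhibition above about 50% in the replicate tests, limit read from the data, passing the limit was not always enough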;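 also: agonist challenge used bursicon conditioned medium at about half maximal strength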
Statin myotox sup – suppressors of simvastatin-induced myotoxicity in C2C12 myotubes. ATP luminescence, 48 h; scaled: DMSO 0, geranylgeraniol control 100. rescue of ATP level, % at 7.49 µM. 0.78% of 330,000 active;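 active = mean ATP rescue above about 67%, or every replicate alone reaching that limit, limit read from the data, passing the limit was not always enough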;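 also: myotubes were challenged with 10 µM simvastatin during compound exposure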
SIRT5 inh – blocks human SIRT5 desuccinylation of peptide. Purified SirT5, succinyl-peptide AMC, trypsin-coupled fluorescence. inhibition, % at 15 µM. 1.1% of 330,000 active; in the data active = inhibition above about 15%
Target sequence (Q9NXA8 whole entry, looked up): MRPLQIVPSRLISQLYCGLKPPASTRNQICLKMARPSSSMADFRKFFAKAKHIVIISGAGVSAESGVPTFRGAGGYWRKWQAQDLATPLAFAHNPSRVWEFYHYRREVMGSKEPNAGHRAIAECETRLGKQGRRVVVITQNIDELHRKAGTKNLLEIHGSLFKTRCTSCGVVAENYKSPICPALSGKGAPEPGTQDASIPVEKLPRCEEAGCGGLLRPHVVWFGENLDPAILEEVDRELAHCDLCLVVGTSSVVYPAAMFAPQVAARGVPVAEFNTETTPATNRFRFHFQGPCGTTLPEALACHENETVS
PGC1a acetyl inh – modulators of PGC1a acetylation; inhibition, % at 15.6 µM; U2OS PGC1a acetylation, AlphaScreen anti-acetyl-lysine; with virally co-expressed GCN5 acetyltransferase; AID 651687; 0.17% of 350,000 active;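 active = every replicate shows inhibition of at least 40%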;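 also: 0% = neutral control wells and 100% = positive control wells; some results beyond the cut were filed as inactive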
ERAP1 inh – ERAP1 (human) enzyme inhibition. recombinant ERAP1, Leu-AMC fluorescence, 60 min. inhibition, % at 10.7 µM. 0.15% of 340,000 active;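 active = mean replicate inhibition of at least 30%, or all replicates individually reaching that 30% level; inactive = mean below 30% and not every replicate reaching it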;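 also: 0% = neutral control wells and 100% = L-leucinethiol positive control wells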
Cneo AK release – Cryptococcus neoformans lysis via adenylate kinase release; C. neoformans lysis, adenylate kinase release luminescence, 4 h; normalised: neutral wells 0, clomiphene wells 100; lysis activity, % at 15 µM; 0.2% of 360,000 active; AID 651654;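 active = mean lysis activity across replicates of at least 80%, whatever share of replicates individually reach that level; inactive = mean lysis activity below 80%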
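Assay system: log-phase C. neoformans yeast / Quantity: yeast cell density of 5 × 10^6 cells/mL / Medium: fresh YPD growth medium / Compound: single dose / Timing: static 4 h at 37 °C with compound, 1 h detection / Measured by: adenylate kinase release luminescence / Read-out: lysis from increased AK signal / Benchmarks: Clomiphene as positive lysis control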
XiGFP reactiv – X-chromosome reactivation activator; XiGFP mouse fibroblasts, % GFP-positive cells imaging, 3 d; cells co-treated with 5-aza-dC sensitizer; scaled so ellipticine positive control = 100%; activation, % at 7.58 µM; 0.055% of 360,000 active; AID 743238;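 active = mean normalized replicate activation at least 10% and every replicate at or above 10%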;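 also: 0% = median of on-plate neutral control wells and 100% = ellipticine 6 µM median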
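System: 68-5-11 XiGFP fibroblast line | Buffer or medium: DMEM containing 5-aza-dC | Compound: Single point | Times: Compounds 3 days, fix/stain 15 min at room temperature | Benchmarks: Positive control ellipticine, 6 µM final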
* marks the source's active call; other numbers are inactive results; · = no result given; & = joins results of further samples; ! = not active in a repeat. The list is partial, so the mix of outcomes need not match the whole.

SMILES	S100A4 inh HTS	LGR2 antag	Statin myotox sup	SIRT5 inh	PGC1a acetyl inh	ERAP1 inh	Cneo AK release	XiGFP reactiv
C[C@@H]1CN([C@@H](C)CO)C(=O)c2cccc(NC(=O)Nc3ccc4c(c3)OCO4)c2O[C@@H]1CN(C)S(=O)(=O)c1ccc(Cl)cc1	-31	-10	29	-4	-7	4	-4	0.2
COc1ccccc1CNC(=O)c1ccc(-c2ccccc2Cl)o1	-3	-77	2	-6	-5	0	-2	0.0
CSc1ncccc1C(=O)Nc1ccc2nc(C)sc2c1	-2	2	·	5	-1	2	-3	-0.1
C(=Nc1ccc(N2CCOCC2)cc1)c1c[nH]c2ccccc12	-11	·	·	0	22	-1	0	0.0
Cc1ccc(S(=O)(=O)Nc2cccc3c2O[C@H](CN(C)C(=O)Nc2ccc(C(F)(F)F)cc2)[C@H](C)CN([C@H](C)CO)C3=O)cc1	10	7	62	11	20	-5	1	0.2
Cc1c(NC(=O)C(C)OC(=O)c2cccnc2Cl)c(=O)n(-c2ccccc2)n1C (configuration not stated)	3	1	-2	1	8	-5	-1	-0.1
O=C(/C(=C/c1ccccc1Cl)c1ccccc1)N1CCOCC1	·	1	·	·	14	·	-1	-0.1
CCOc1ccc(C(=O)N(CN2CCCC2=O)c2ccccc2)cc1	-1	-6	-9	-2	6	3	1	·
CC(C)NC(=O)Nc1ccc2c(c1)C(=O)N(C)[C@@H]1CC[C@H](CC(=O)NCc3ccc(F)cc3)O[C@H]1CO2	8	-8	-6	-1	·	-1	2	0.1
CO[C@H]1CN(C)C(=O)c2cc(NS(=O)(=O)c3cccc(F)c3)ccc2OC[C@@H](C)N(Cc2cc(F)ccc2F)C[C@H]1C	38	23	37	0	-5	-1	-3	0.3
COc1cccc(OCc2cc(C(=O)N3CCN(C4CCCC4)CC3)no2)c1	-2	1	4	1	·	0	0	0.4
CN(C)S(=O)(=O)c1cccc(NC(=O)CSc2nnnn2-c2ccccc2)c1	0	6	·	1	-1	0	1	-0.3
Cn1/c(=N/N=C/c2ccccn2)sc2ccccc21	-2	-105	·	-2	-1	6	·	0.0
COCCNC(=O)C1CCCN(C(=O)/C=C/c2ccccc2)CC1 (configuration not stated)	-2	-4	5	1	5	-2	1	0.0
CC1(c2ccccc2)NC(=O)N(CC(=O)N2CCN(S(=O)(=O)c3cccc(C(F)(F)F)c3)CC2)C1=O (configuration not stated)	0	1	14	0	·	1	-2	0.0
CC(C)C[C@@H](CN1CCCC1CN1C(=S)NC[C@@H]1Cc1ccc(O)cc1)N1C[C@H](Cc2ccccc2)N(CC2CCCCCC2)C1=S (some centres not stated)	-2	29	6	-3	7	·	-1	0.0
CN(C)c1ccc(C(=O)N2CCN(C(=O)C3CCCO3)CC2)cc1 (configuration not stated)	-13	-16	7	-6	·	0	0	-0.1
CN(C)C(=O)c1cccc(-c2ccc3n(c2=O)C[C@@H]2N[C@H]3[C@H](C(=O)NC3CCC3)[C@H]2CO)c1	2	28	0	-44	·	-1	-3	0.8
O=C(NC1CCCCCCC1)C1CCC(CNc2c(N3CCCC3)c(=O)c2=O)CC1 (configuration not stated)	3	10	2	-1	4	-1	-1	-0.1
O=C(Nc1nccs1)C(c1ccccc1)N1CCCC1 (configuration not stated)	-4	10	·	-1	6	-3	·	0.0

Structures above that contain a Cl atom (4):
SMILES	S100A4 inh HTS	LGR2 antag	Statin myotox sup	SIRT5 inh	PGC1a acetyl inh	ERAP1 inh	Cneo AK release	XiGFP reactiv
C[C@@H]1CN([C@@H](C)CO)C(=O)c2cccc(NC(=O)Nc3ccc4c(c3)OCO4)c2O[C@@H]1CN(C)S(=O)(=O)c1ccc(Cl)cc1	-31	-10	29	-4	-7	4	-4	0.2
COc1ccccc1CNC(=O)c1ccc(-c2ccccc2Cl)o1	-3	-77	2	-6	-5	0	-2	0.0
Cc1c(NC(=O)C(C)OC(=O)c2cccnc2Cl)c(=O)n(-c2ccccc2)n1C (configuration not stated)	3	1	-2	1	8	-5	-1	-0.1
O=C(/C(=C/c1ccccc1Cl)c1ccccc1)N1CCOCC1	·	1	·	·	14	·	-1	-0.1

Later entries:
SMILES	S100A4 inh HTS	LGR2 antag	Statin myotox sup	SIRT5 inh	PGC1a acetyl inh	ERAP1 inh	Cneo AK release	XiGFP reactiv
O=C1NCCNC1(c1c[nH]c2ccccc12)C(F)(F)F (configuration not stated)	1	0	15	-1	7	3	2	0.8
C=CCn1c(O)c(N=NC(=O)CNC(=O)c2ccco2)c2ccccc21	0	-12	·	-9	·	-3	·	0.6
O=C(O)CCCCn1c(SCC(=O)Nc2ccccc2C(F)(F)F)nc2ccsc2c1=O	0	-2	·	·	·	5	·	0.0
CCC(=O)N1[C@H](C#N)[C@@H](c2ccccc2-c2ccccc2)[C@@H]1CO	-2	-8	·	-2	3	3	·	0.2
CCCNC(=O)N1[C@H](CO)[C@H](c2ccccc2-c2ccc(F)cc2)[C@@H]1C#N	5	8	·	-1	-13	1	·	0.2
COc1cccc(-c2csc(N3CCN(C(=S)Nc4ccc(Cl)cc4)CC3)n2)c1	-2	-5	-8	2	-21	-3	1	·
CCOC(=O)c1c(C)nc2c(c1-c1ccc(Cl)cc1)C(=O)CC(C)(C)C2	-1	1	·	0	·	0	·	0.0
CN(C)Cc1cn(CC[C@@H]2CC[C@H](NS(=O)(=O)c3ccccc3)[C@H](CO)O2)nn1	1	13	-5	-4	-1	-1	2	0.5
COc1cc(OC)c(OC)cc1/C=N/NC(=O)CCc1c(C)n[nH]c1C	2	3	·	-2	-10	4	4	0.4
COc1ccccc1NC(=O)N1CCC(NC(=O)C(Cc2ccccc2F)NC(C)=O)CC1 (configuration not stated)	-3	14	10	-3	·	4	1	0.0
O=C(C[C@H]1C[C@@H]2c3cc(NS(=O)(=O)c4ccc(F)cc4)ccc3O[C@@H]2[C@H](CO)O1)NCc1ccncc1	1	1	-2	-6	-7	1	2	0.0
N#Cc1cccc(-c2ccc(C3[C@@H]4CN(C(=O)C5CC5)C[C@H]3N4)cc2)c1 (some centres not stated)	3&10	89*!	·	-2&-2	-17&-9	-3&-5	·	0.2&0.0
CCCCCN(C(=O)CCC(=O)OCc1cccc(Br)c1)c1c(N)n(CCCC)c(=O)[nH]c1=O	-3	5	3	-5	·	-3	2	0.6
C=C(C)Cn1c(N)cc(=O)nc1SCC(=O)Nc1cccc(C(F)(F)F)c1	1	0	·	-5	20	-3	1	0.0
C[C@@H]1CN([C@H](C)CO)C(=O)Cc2cc(NC(=O)CCCN(C)C)ccc2O[C@H]1CN(C)S(=O)(=O)c1cccs1	·	-16	-42	·	1	·	0	0.1
COc1cc(C=NNC(=O)c2ccccc2NS(=O)(=O)c2cccs2)cc(OC)c1O	-1	3	-7	2	0	2	0	0.2
CCCCNC(=O)COc1ccccc1[N+](=O)[O-]	·	1	·	·	-4	·	-1	0.0
O=c1ccc(Cl)n[nH]1	7	-7	-7	-6	·	-5	0	0.2
O=[N+]([O-])c1ccc(Cn2cc(-c3cccc(C(F)(F)F)c3)nn2)cc1	10	9	13	-1	-13	-4	6	0.0
Cc1ccc(S(=O)(=O)N2CCC(=O)CC2)cc1	-2	3	-2	-1	·	2	-1	-0.1
CC(C)(C)OC(=O)N[C@H](Cc1ccccc1)C(=O)N1CCC[C@@H]1C(=O)O	-2	-21	2	-5	1	-3	0	-0.1
Cc1cc(N2CCN(c3ccccc3)CC2)n2ncnc2n1	0	1	·	2	6	6	·	0.1
CCN(CC)CCCNC(=O)c1cn(C)c(=O)c2c1c1ccccc1n2C	-1	-16	-1	-6	·	-2	-3	0.0
Clc1cc(Cl)c(OCCCCn2cncn2)c(Cl)c1	1	3	16	0	11	2	1	0.0
CNC(=S)NNC(=O)CSCc1c(Cl)cccc1Cl	-2	-12	·	-4	-6	1	-2	0.2
Cc1ccc(C)c(OCCn2cc(C(=O)O)c3ccccc32)c1	6	-13	·	1	3	2	·	0.0
Cc1sc2nc(CSCC(=O)Nc3ccc(N4CCOCC4)cc3)[nH]c(=O)c2c1C	-6	15	4	1	-3	·	0	·
CC(NC(=O)c1cccc(S(=O)(=O)N(C)C)c1)C1CC2CCC1C2 (configuration not stated)	2	1	0	1	6	1	-1	0.2
COc1ccccc1S(=O)(=O)N(C)C[C@@H]1OCc2cn(nn2)CCCC(=O)N([C@@H](C)CO)C[C@@H]1C	-6	-27	-12	-3	5	0	34	0.2
FC(F)(F)c1nc(NCc2ccccc2)c2nnn(Cc3ccccc3)c2n1	5	-2	11	1	·	-4	-2	-0.1
Cc1ccc(S(=O)(=O)N2CCN(C(=O)c3ccc(Cl)nc3)CC2)cc1	0	10	·	0	·	1	·	0.0
Oc1ccc(Br)cc1C=Nc1ccc(Cl)cc1	-26	·	·	0	·	-2	·	0.1
COc1cc(-c2nnc(COC(=O)c3nn(CC(C)C)c(=O)c4ccccc34)o2)cc(OC)c1OC	-16	-5	1	-4	·	-8	0	0.6
Cc1ccc(N2C(=O)C(O)(C(F)(F)F)C3=C2CC(C)(C)CC3=O)cc1C (configuration not stated)	-3	9	11	-2	10	1	3	·
CCOC(=O)NC(=S)Nc1ccc(C(C)(C)C)cc1Br	-1	-14	·	0	-21	5	·	0.0
CC1(C)CC(=O)C2=C(C1)OC(N)=C(C#N)C21CCC2(CC1)OCCO2	·	-5	-4	·	10	·	-1	·
Cc1ccccc1OCCCN1C(=O)C(=O)c2cccc(C)c21	-1	-14	8	0	-4	2	-4	0.0
Nc1nc(N)nc(-c2ccc(Oc3ccccc3)cc2)n1	-2	-38	-15	-1	-14	-1	-1	·
CC(C)c1ccc(OCc2ccc(C(=O)N3CCCC3)o2)cc1	-3	-84	-132	-5	-31	-3	-1	0.3
C[C@H]1CN([C@@H](C)CO)C(=O)c2cccc(NC(=O)Nc3ccccc3)c2O[C@@H]1CN(C)S(=O)(=O)c1ccccc1	-10	-4	-43	-4	-2	-4	8	0.2
Cc1ccc(NC(=O)CSCC(=O)NC2(C)CCS(=O)(=O)C2)cc1 (configuration not stated)	-11	18	10	14	9	0	-1	0.9
CC(=O)Cn1nnc(-c2ccc(C(F)(F)F)cc2)n1	2	-16	·	-5	·	1	·	0.1
COc1ccc(C(=O)C(C)OC(=O)CNC(=O)c2ccco2)cc1 (configuration not stated)	2	-17	3	3	6	-1	2	-0.1

In another format: 2 of the compounds above
compound,S100A4 inh HTS,LGR2 antag,Statin myotox sup,SIRT5 inh,PGC1a acetyl inh,ERAP1 inh,Cneo AK release,XiGFP reactiv
CCOC(=O)NC(=S)Nc1ccc(C(C)(C)C)cc1Br,-1,-14,·,0,-21,5,·,0.0
CC1(C)CC(=O)C2=C(C1)OC(N)=C(C#N)C21CCC2(CC1)OCCO2,·,-5,-4,·,10,·,-1,·

Source: PubChem (Broad Institute)
